SSB-PriA inh: inhibitors of Klebsiella pneumoniae PriA binding to SSB C-terminal tail. hit rate 0.6% among 430,000. AlphaScreen SSBct-PriA binding, biotinylated peptide. inhibition, % at 33 µM; in the data active = inhibition mostly above about 37%, no sharp cut-off; inactive = mostly below about 20%;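 note: plate controls were negative control peptide for no effect and reference peptide for full effect; strong numbers were not always called active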
* hit, by the source's call; i = inactive; & = joins results of further samples.

SMILES | SSB-PriA inh
O=S(=O)(c1ccc2c(c1)Cc1cc(S(=O)(=O)N3CCCCC3)ccc1-2)N1CCCCC1 | -7
COc1ccc(CNC(=O)N2CCS[C@H](c3ccccc3Cl)CC2)cc1 | 1
Cc1occc1C(=O)NN=C/C(Br)=C/c1ccccc1 | -4
Cc1cccc(C(C)C)c1NC(=O)CCc1ccccc1 | -44
Cc1[nH]n(-c2ccccc2)c(=O)c1C=NN1C(=O)c2ccc3c4c(ccc(c24)C1=O)CC3 | -1
O=C(NC1CCN(c2ccccn2)C1)c1ccoc1 (stereo not given) | -21
O=C(c1ccccc1Cl)c1cc(Cl)ccc1NC(=O)c1cnc2n(c1=O)CCS2 | -14
Cc1ccsc1C(=O)Nc1ccccc1-c1nc2ccccc2s1 | -25
CO[C@@H](CNC(=O)C(=O)Nc1cccc(N2CCCCC2=O)c1)c1ccco1 | 2
COc1ccc(OC)c(S(=O)(=O)NCCc2sc(-c3ccc(OC)c(OC)c3)nc2C)c1 | 3
O=C(NCc1cccs1)C(=O)NCC(c1ccco1)N1CCc2ccccc21 (stereo not given) | 21
COC(=O)c1cc(N)cc2[nH]ccc12 | 25

Some of the entries so far, as labelled records.
> COc1ccc(CNC(=O)N2CCS[C@H](c3ccccc3Cl)CC2)cc1
  SSB-PriA inh: 1
> Cc1occc1C(=O)NN=C/C(Br)=C/c1ccccc1
  SSB-PriA inh: -4
> O=S(=O)(c1ccc2c(c1)Cc1cc(S(=O)(=O)N3CCCCC3)ccc1-2)N1CCCCC1
  SSB-PriA inh: -7

Later entries.
SMILES | SSB-PriA inh
COc1sc(SC)cc1C=NNC(=O)c1ccncc1 | -1
Clc1nccc(NCC2CCCO2)n1 (stereo not given) | 12
O=S(=O)(Cc1ccccc1)NCCOc1cccc(C(F)(F)F)c1 | -12&-5
O=C(Nc1ccc(S(=O)(=O)N2CCOCC2)cc1)c1cccc(F)c1 | -6
O=C1NCCN1C(=O)N(CCc1cccs1)Cc1ccco1 | -1
O=C(c1ccc(-c2ccc(F)cc2)o1)N1CCOCC1 | 2
O=c1c2ncccc2n(Cc2c(F)cccc2Cl)c(=O)n1CCc1ccccc1 | -4
CC(=O)Nc1nc(CC(=O)NCc2nc3ccccc3[nH]2)cs1 | -11
O=S(=O)(c1ccccc1Br)N1CC[C@H](c2ccc3c(c2)OCO3)C1 | -14
COc1ccc(NC(=O)Cc2csc(Nc3ccc(F)cc3)n2)c(OC)c1 | 21
CCCn1cc(C(=O)Nc2cc(Cl)c(OC)cc2OC)c(=O)c2ccc(C)nc21 | -3
COc1cc(NC(=O)Cn2nc3ccc(SC(C)C)nn3c2=O)cc(OC)c1 | -2
CCOC(=O)c1ccc(NC(=O)Cn2nc3n(c(=O)c2=O)CCN3c2ccccc2)cc1 | -14
COc1ccccc1-c1cn2nnc(C(=O)Nc3nc(C)cs3)c2c(=O)[nH]1 | 9
CCOC(=O)c1c(C)nc2c(c1-c1cccnc1)C(=O)c1ccccc1-2 | 39
CCOc1ccc(C=NNS(=O)(=O)c2ccc(C)cc2)cc1OC | 0
O=c1ccc(-n2cncn2)nn1CCNS(=O)(=O)c1ccc(Cl)s1 | -8
O=C(c1ccc(S(=O)(=O)N2CCOCC2)cc1)N1CCN=C1SCc1c(F)cccc1Cl | -6
COc1ccc(CNC(=O)CC(C)=NNC(=O)COc2cccc(C)c2)cc1 | 0
Clc1ccc(CN2CCC[C@H](COCc3ccccc3)C2)cc1 | -4
CCc1cc(=O)[nH]c(NN)n1 | 5
CCOCC(=O)Nc1cc(-c2cn3cccnc3n2)ccc1OC | -4
O=C(Cc1cc(=O)[nH]c(SCc2ccccc2)n1)NCc1ccc(Cl)cc1 | 1
Cc1nc2ccc(NC(=O)c3ccc(S(=O)(=O)N(C)Cc4ccco4)cc3)cc2s1 | 10

Structures above with an NH in an aromatic ring (six):
SMILES | SSB-PriA inh
Cc1[nH]n(-c2ccccc2)c(=O)c1C=NN1C(=O)c2ccc3c4c(ccc(c24)C1=O)CC3 | -1
COC(=O)c1cc(N)cc2[nH]ccc12 | 25
CC(=O)Nc1nc(CC(=O)NCc2nc3ccccc3[nH]2)cs1 | -11
COc1ccccc1-c1cn2nnc(C(=O)Nc3nc(C)cs3)c2c(=O)[nH]1 | 9
CCc1cc(=O)[nH]c(NN)n1 | 5
O=C(Cc1cc(=O)[nH]c(SCc2ccccc2)n1)NCc1ccc(Cl)cc1 | 1

Next part.
SMILES | SSB-PriA inh
O=C(Nc1ccc(Cl)cc1)N1CCN(c2ccc3nncn3n2)CC1 | -4
CC(C)C(c1c(O)[nH]c(=S)[nH]c1=O)C(C#N)C#N (stereo not given) | -1
CCc1ccc(S(=O)(=O)N2CCN(c3ccc(-c4cccnc4)nn3)CC2)s1 | -19
CC(C)CS(=O)(=O)C1CCN(S(=O)(=O)c2ccc(-c3ccc(F)cc3)cc2)CC1 | 11
COc1ccc(-c2ccc(N3CCC(C(=O)NCc4ccccn4)CC3)nn2)cc1 | -7
Oc1ccc(C=NN2CCOCC2)c(O)c1O | -24
COc1ccc(C=NNC(=O)c2ccccc2Cl)cc1COc1c(F)c(F)c(F)c(F)c1F | -4
O=C(Nc1ccccc1Br)c1ccc(N2CCCC2)nn1 | -15
CC(=NNC(=O)c1cccs1)c1c(C)[nH]n(-c2nc3ccccc3s2)c1=O | 6
CCCn1c(=NC(=O)c2ccc(Cl)s2)sc2c(C)ccc(OC)c21 | -12
O=C(NCCn1ccc(-c2ccncc2)n1)c1ccc(OC(F)(F)F)cc1 | -3
Cc1cc(C(F)(F)F)nc(CCNC(=O)c2cccc(N(C)C)c2)n1 | 3
CC(=O)c1ccc(NC(=O)Cn2nc(C3CCN(S(C)(=O)=O)CC3)n(C)c2=O)cc1 | -14
Cc1ccc(OC2CCN(S(C)(=O)=O)CC2)nn1 | -14
Cc1cc(NC(=O)CSc2nnc(C(C)C)c3cnn(-c4ccc(F)cc4)c23)no1 | -11
CC(C)(C)OC(=O)NC12CC3CC(CC(C3)C1)C2 | 12
CCOC(=O)c1ccc(NC(=O)CS(=O)(=O)c2cn(CC(=O)N3CCOCC3)c3ccccc23)cc1 | 7
O=C(NCC(c1ccsc1)N1CCCCCC1)c1ccc(F)cc1 (stereo not given) | -1
O=C(Nc1cccc(-c2nc3ccccc3o2)c1)c1cc(=O)c2ccccc2o1 | -10
C=C(C)C1CC=C(C)C(=NNC(=O)c2cccs2)C1 (stereo not given) | 2
Cc1cccc(N2CCN(c3cc(C)nc4nc(C(F)(F)F)nn34)CC2)n1 | 8
COc1cccc(N2CC(C(=O)N3CCCC(COCc4ccccc4)C3)CC2=O)c1 (stereo not given) | -5
O=C(O)c1ccc2c(c1)C(=O)N(c1ccc(Cl)cc1)C2=O | 2
O=C(CC1Nc2ccccc2NC1=O)Nc1ccccc1SC(F)(F)F (stereo not given) | -12
CCOc1ccc(CC(=O)Nc2nnc(-c3ccnn3C)o2)cc1 | 24
COc1ccc(C(=O)NCCn2ncc3c(N4CCCC4)ncnc32)cc1OC | -7
COc1ccc(Cl)cc1NC(N)=Nc1nc(C)cc(=O)[nH]1 | 3
O=C(c1ccc2c(c1)OCO2)N1CCN=C1SCc1c(F)cccc1Cl | -8
COc1cc(/C=C\C(=O)NCc2ccc3[nH]c4c(c3c2)CCCC4)cc(OC)c1OC | 35
COC(=O)c1ccc2oc(=O)c(S(=O)(=O)N3CCN(C)CC3)cc2c1 | 7
O=[N+]([O-])c1ccc(S(=O)(=O)Nc2nc3ccccc3s2)cc1 | 2
Cc1ccc(C=NNC(=O)CNC(=O)COc2ccc(Cl)cc2)o1 | -5
CCOc1ccccc1NC(=O)Cn1cnc(C)cc1=O | -7
O=C(NCCS(=O)(=O)NC(c1ccccc1)c1ccccc1)c1ccccc1 | -4
O=c1c(SCc2cccc([N+](=O)[O-])c2)nccn1-c1ccc(Br)cc1 | 11
O=C(NCCn1ncc2c(=O)n(Cc3cccc(C(F)(F)F)c3)cnc21)C1(c2ccc(Cl)cc2)CCCC1 | 0
CCOC(=O)c1sc(NC(=O)c2ccc([N+](=O)[O-])s2)c(C#N)c1C | 12
O=C(CON=Cc1ccccc1OC(F)F)NC1CCCC1 | -7
CO[C@@H](CNC(=O)c1ccc2c(c1)OCO2)c1ccc(Cl)s1 | -24
O=C1C[C@@]2(CCN(S(=O)(=O)c3ccccc3Br)C2)Oc2ccccc21 | -13
COc1ccc(C(=O)NN=CC(=O)c2ccccc2)cc1 | -2
CC(=O)Nc1ccc(C(=O)NCCNC(=O)c2ccccc2)cc1 | -1
CN(C)C(CNC(=O)c1cccs1)c1cccc2ccccc12 (stereo not given) | 4
O=C(NCC(c1cccc2ccccc12)N1CCCC1)C(=O)Nc1ccc2c(c1)OCCO2 (stereo not given) | 48*
CCOC(=O)c1c(-c2ccc(OC)cc2)csc1NC(=O)CCN1CC(C)OC(C)C1 (stereo not given) | 5
O=C(NCc1cccs1)NC1CC(=O)N(c2ccc(Cl)cc2)C1 (stereo not given) | -7
CCC(C(=O)Nc1ccc(CN2CCN(c3ccccn3)CC2)cc1)c1ccccc1 (stereo not given) | 8
COC(=O)c1ccc(NC(=O)CS(=O)(=O)c2cccs2)cc1 | -10&-5

Looked up by structure from the entries so far:
SMILES | SSB-PriA inh
O=S(=O)(Cc1ccccc1)NCCOc1cccc(C(F)(F)F)c1 | -12&-5
O=[N+]([O-])c1ccc(S(=O)(=O)Nc2nc3ccccc3s2)cc1 | 2
O=C(NCc1cccs1)NC1CC(=O)N(c2ccc(Cl)cc2)C1 (stereo not given) | -7
O=C(NCCS(=O)(=O)NC(c1ccccc1)c1ccccc1)c1ccccc1 | -4
Cc1ccc(C=NNC(=O)CNC(=O)COc2ccc(Cl)cc2)o1 | -5

Going on with the list:
SMILES | SSB-PriA inh
O=C(NCC[C@H](O)c1ccsc1)c1ccccc1Br | -7
COc1ccccc1N1CCN(C(=O)CCn2cnc3c([nH]c4ccccc43)c2=O)CC1 | -10
COc1ccccc1C(=O)NCC(=O)NN=Cc1cn[nH]c1-c1ccccc1 | -10
CNC(=O)C1Cc2ccccc2N1C(=O)c1ccc(Br)o1 (stereo not given) | 13
CS(=O)(=O)c1ccc(Nc2nc(C(=O)NCc3ccccc3Cl)cs2)cc1 | 4
O=C(C1CCCC1)N1CCc2ccc(NS(=O)(=O)c3ccc(F)cc3F)cc21 | -2
O=C(Cn1cnc(-c2ccc(F)cc2)cc1=O)NCc1ccc2c(c1)OCO2 | -28
CCOc1cc(S(=O)(=O)NCc2ccccn2)ccc1Br | -4
COc1ccc(-c2ccc(=O)n(CCCNC(=O)c3ccc4ccccc4n3)n2)cc1 | 2
CCCc1cc(=O)[nH]c(-n2nc(C)cc2NC(=O)C(=O)NCc2ccc(F)cc2)n1 | -14
COCCCn1c(SCc2nc(-c3ccc(Cl)cc3)no2)nc2ccccc2c1=O | -7
CCCCCCOc1ccc(C(=O)Nc2ccc(Br)cn2)cc1 | -10
COCCNC(=O)C(=O)NC[C@](C)(O)CSC | -11
O=C(NCCSC1CCOCC1)NCCc1ccccc1 | -17
COc1ccc(NC(=O)c2ccc(Cl)s2)c2ccccc12 | -11
O=C(NC[C@@](O)(c1ccccc1)C1CC1)Nc1ccccc1C(F)(F)F | -9
COC(=O)c1ccc(C=NNC(=O)C2CC(=O)N(c3ccc(OC)cc3)C2)cc1 (stereo not given) | 3
O=C(CSc1nc2c(c(=O)[nH]1)CN(Cc1ccccc1)CC2)Nc1ccc2c(c1)OCCO2 | 11
CC(C)NC(=O)C(=O)Nc1ccc(F)cc1 | -6
COc1ccc(N2CCN(C(=NS(=O)(=O)c3ccccc3)Nc3nc(C)cc(C)n3)CC2)cc1 | -4
CCOc1cc(C(=O)Nc2ccccc2NC(=O)c2cc(OCC)c(OCC)c(OCC)c2)cc(OCC)c1OCC | -8
O=C(O)c1ccc(N=N/C(=N/Nc2ccc(C(=O)O)cc2)c2ccccc2)cc1 | i
COc1ccc(CCNC(=O)c2nnn(Cc3ccc(Br)cc3)c2N)cc1OC | -1
COc1ccc(Cl)cc1C(=O)Nc1cnoc1 | -23
O=C(CCc1ccccc1Br)N1CCc2cnc(N3CCOCC3)nc2C1 | 7
CCOC(=O)c1c(C)[nH]c(C(=O)NN=Cc2ccc(OC)c(OC)c2)c1C | -11
Cn1nc2c(c1NC(=O)C1CCN(S(=O)(=O)c3ccc(F)cc3)CC1)CCC2 | 0
O=C(Nc1cccc(-c2csc(Nc3ccc(F)cc3F)n2)c1)c1ccno1 | 3
Cc1nsc(C(=O)N2CCc3ccccc3C2)n1 | -14
O=C(CN1CCN(c2ccccc2F)CC1)c1ccc(Cl)cc1 | -4&5
CCc1nnc(C2CCN(C(=O)/C=C\c3ccccc3)CC2)s1 | -4
COc1ccc(CCNC(=O)C(=O)Nc2c(C(N)=O)oc3ccccc23)cc1 | -6
C=CCOc1ccccc1C=c1sc2nc(=O)c(C)nn2c1=O | 4
FC(F)(F)c1nc2ccccc2nc1NN=Cc1ccccc1 | 60*
Cn1cnnc1S(=O)(=O)C1CCN(C(=O)Cn2cc(-c3ccc(F)cc3)cn2)CC1 | 1
CCS(=O)(=O)N1CCc2ccc(NS(=O)(=O)CCc3ccccc3)cc2C1 | -1&1
CCCC(CCC)C(=O)Nc1ccc(-c2cn3nc(OC)ccc3n2)cc1 | -14
Cc1ccc(S(=O)(=O)Nc2cccc(-c3ccc4nnc(-c5cccnc5)n4n3)c2)c(C)c1 | -12&7
O=C(c1ccc(Oc2ncccn2)cc1)N1CCN(c2cnnc(N3CCCC3)c2)CC1 | -6
COc1ccc(CCNC(=O)COc2cc(Cl)ccc2Cl)cc1OC | 3
CC[C@@H](C(=O)Nc1ccccc1-c1csc(C)n1)c1ccccc1 | -10
Cc1cc(=O)[nH]c(-n2nc(C3CC3)cc2NC(=O)c2cccs2)n1 | -8
COc1cccc2cc(C(=O)NCCn3ccn4nc(-c5ccco5)cc34)oc12 | 24
CC1Oc2ccccc2OC1C(=O)N1CCN(C)CC12CCCC2 (stereo not given) | -6
CNS(=NS(=O)(=O)c1ccccc1)c1ccc(C)cc1 (stereo not given) | 0
Cc1ccc(S(=O)(=O)Nc2ccccc2N2CCNC(=O)C2)s1 | -10
CCc1nnc(NC(=O)CSc2nc(N)c(NC(=O)c3ccc(OC)c(OC)c3)c(=O)[nH]2)s1 | -15

Some of the compounds tested. The share of hits here may be higher or lower than overall.
